# From PubChem
# b-catenin transl = modulators of beta-catenin nuclear translocation; HeLa beta-catenin nuclear translocation, immunofluorescence imaging; nuclear translocation activity, % at 5 µM; 190,000 compounds, 0.3% hits; AID 1665;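 active means nuclear translocation activity above 50% at 5 µM, with a well cell count of 50 or more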;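 further: per-cell ratio of nuclear to cytoplasmic median beta-catenin stain intensity; plate controls were DMSO negative control for no effect and GSK-3 inhibitor IX positive control for full effect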
#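 assay system = human HeLa cells, endogenous beta-catenin | times = compound treatment 24 h, 37°C, 5% CO2 | detection = Anti-beta-catenin immunofluorescence on PFA-fixed, Triton-permeabilized cells, DAPI nuclei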
# NOD1 inhibition = NOD1 signaling inhibitors, primary screen, cell-based, luminescence, uHTS (AID 1578); inhibition, % at 4 µM, or EC50 in µM where a hit was titrated; 290,000 compounds, 1% hits; NOD1-driven NF-kB luciferase reporter cells, luminescence; higher % means a stronger effect; in the data active means inhibition mostly above about 36%, no sharp cut-off; inactive means mostly below about 34%;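 further: HEK-293T reporter cells stimulated with the NOD1 agonist gamma-tri-DAP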
# Yfh1-off respiration = mitochondrial function rescue without frataxin homolog – Friedreich's ataxia, plus single-dose screen, dose response (AID 1465); S. cerevisiae Yfh1-off respiration, WST-1 reduction, 72 h; higher fold induction means a stronger effect; fold induction at 50 µM; hits with a dose series show EC50 in µM; 220,000 compounds, 0.074% hits;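 active means fold induction of absorbance versus untreated yeast above a set limit, then at least 30% activation at any dose in follow-up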;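 further: activators that raise dye reduction in frataxin-depleted yeast; strong numbers were not always called active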
# Dynein transport = blocks dynein driven cargo transport along microtubules; 220,000 compounds, 0.47% hits; 3617.4 mouse cells, GR-EGFP nuclear translocation imaging; test concentration mostly 20 µM; stimulated with dexamethasone, 1 µM; hits give low values; z-score, hits read low;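 active means plate z-score of nuclear minus cytoplasmic receptor signal below a set negative limit, without overly bright fluorescence or cell loss, cut at about -3.5 in these data, passing the limit was not always enough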;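 further: z-score of nuclear minus cytoplasmic ring GR-EGFP intensity difference per well; some compounds called inactive have numbers as strong as hits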
#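 Buffer or medium: tet-free, stripped-serum medium; reagent: dexamethasone at 1.0 µM final, 30 min; incubation: 48 h induction, 1 h compound, 30 min dex at 37 °C; measured by: formaldehyde fixation, Hoechst nuclear stain, 10x automated fluorescence imaging; read-out: nuclear-to-cytoplasmic GR-EGFP distribution per well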
# NOD2 inhibition = inhibition of NOD2-driven NF-kB reporter – cell-based, luminescence, uHTS, HEK293 (AID 1566). inhibition, % at 4 µM, or EC50 in µM where a hit was titrated. HEK293 NOD2/NF-kB luciferase reporter, luminescence; higher % means a stronger effect. 290,000 compounds, 0.63% hits; in the data active means inhibition above about 50%; further: many of its hits are not listed in these tables
# Autophagy HCS = modulators of autophagy. MEF GFP-LC3 puncta imaging; test concentration mostly 10 µM. calls only at 10 µM (by protocol). 190,000 compounds, 0.98% hits;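 active means percentage of spot-positive cells more than 3 SD above its plate mean, without a fluorescence outlier flag or 80% toxicity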;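 further: spot-positive cell cutoff set from DMSO-treated cells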
# MT stabilize HCS = microtubule stabilizers in HeLa cells. % tubulin-high responders, % at 10 µM. HeLa tubulin immunostaining HCS, 24 h; share of cells brighter than vehicle mean+2SD. AID 2205. 200,000 compounds, 0.83% hits;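 active means plate Z-score above 3 for both tubulin-high and condensed-nucleus cell shares, with cell loss under 80%, at 10 µM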;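 further: anti alpha tubulin signal scored within the nucleus-defined area of each cell; some results filed as inactive read as strong as hits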
# P. falciparum M17LAP = P. falciparum M17LAP inhibitors, primary screen, biochemical, fluorogenic H-Leu-NHMec substrate, 1536-well (AID 1619); recombinant M17LAP, H-Leu-NHMec fluorogenic kinetic assay; higher % means a stronger effect; inhibition, % at 30 µM, or IC50 in µM where a hit was titrated; 220,000 compounds, 0.38% hits;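 active means compound inhibiting the enzyme by more than half at any dose during confirmatory dose-response retesting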;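 further: plate controls were full reaction with DMSO carrier for no effect and no enzyme background for full effect; strong numbers were not always called active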
# Insulin prom up = MIN6 insulin promoter up-regulation. MIN6 insulin promoter-GFP reporter, high-content imaging; hits give high values. z-score at 5 µM. 190,000 compounds, 0.3% hits;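 active means z-score above 3 at 5 µM with at least 500 cells counted in the well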
# Dynein transport cytoplasmic EGFP = also measured in Dynein transport; calls as there; z-score; measured here: cytoplasmic GR-EGFP intensity; hits give high values
# Dynein transport nuclear GR-EGFP = also measured in Dynein transport; calls as there; z-score; measured here: nuclear GR-EGFP intensity;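 lower value marks the stronger effect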
# Dynein transport cell count = further read-out of Dynein transport, marked with its call; z-score; measured here: cell count per field
# Insulin prom up cell count = second read-out of Insulin prom up, no call of its own (marks repeat the call); cell count; measured here: cytotoxicity, nuclei count;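 total cells summed across four imaged fields per well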
# b-catenin transl cell count 5 µM = recorded beside b-catenin transl, whose call it bears; cell count; measured here: cell count, cytotoxicity flag
# MT stabilize HCS Hoechst-high % = recorded beside MT stabilize HCS, whose call it bears; % Hoechst-high responders; measured here: nuclear condensation Hoechst responders;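 share of cells brighter than vehicle mean plus two SD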
# MT stabilize HCS cytotoxicity % = further read-out of MT stabilize HCS, marked with its call; toxicity, %; measured here: cytotoxicity by cell density;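 0% = mean cell density of plate MIN control wells and 100% = no cells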
# Autophagy HCS cell loss 18 h = further read-out of Autophagy HCS, marked with its call; toxicity, %; measured here: cell loss, nuclei count;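 cell loss after 18 h compound exposure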
# Active calls of the source: *; i = inactive; . = not tested or not shown. An excerpt. The share of hits here may be higher or lower than overall.
# Assay codes – A = b-catenin transl; B = b-catenin transl cell count 5 µM; C = NOD1 inhibition; D = Yfh1-off respiration; E = Dynein transport; F = Dynein transport cytoplasmic EGFP; G = Dynein transport nuclear GR-EGFP; H = Dynein transport cell count; I = NOD2 inhibition; J = Autophagy HCS; K = Autophagy HCS cell loss 18 h; L = MT stabilize HCS; M = MT stabilize HCS Hoechst-high %; N = MT stabilize HCS cytotoxicity %; O = P. falciparum M17LAP; P = Insulin prom up; Q = Insulin prom up cell count
COc1ccc(C2C(C(=O)Nc3cccc(OC)c3)c3ccccc3C(=O)N2C)cc1 (stereo not given)
  A = -0.9 | B = 1062 | C = -40% | D = i | E = -0.47 | F = -0.31 | G = 0.12 | H = 0.31 | I = -5% | J = i | K = 10 | L = 2.7 | M = 2.3 | N = 5.0 | O = -2% | P = -0.52 | Q = 1138

O=C(Nc1ccn(Cc2c(F)c(F)c(F)c(F)c2F)n1)c1ccc(COc2ccccc2Cl)cc1
  A = -7.1 | B = 1255 | C = 20% | D = i | E = -0.23 | F = -0.21 | G = 0.29 | H = 0.035 | I = -5% | J = i | K = 5 | L = 4.0 | M = 3.2 | N = 4.5 | O = 1% | P = -0.48 | Q = 932

CCCCN(CC)C(=O)CSc1nc2c(sc(=S)n2-c2ccc(OCC)cc2)c(=O)[nH]1
  A = -1.3 | B = 1151 | C = -12% | D = i | E = -0.81 | F = 2.9 | G = -0.37 | H = 0.31 | I = 11% | J = i | K = 5 | L = 5.2 | M = 1.7 | N = 2.0 | O = 47% | P = -1.4 | Q = 1207

COCCN(C(=O)C1CCC1)c1nnc(-c2cccnc2)s1
  A = -0.8 | B = 1141 | C = -28% | D = i | E = 0.56 | F = -0.21 | G = 0.0069 | H = -0.27 | I = 12% | J = i | K = -6 | L = 1.2 | M = 1.6 | N = 3.7 | O = 6% | P = 1 | Q = 1158

COc1ccc(S(=O)(=O)NCCSC(C)(C)C)cc1Cl
  A = 1.1 | B = 1164 | C = 0% | D = i | E = 0.046 | F = -0.24 | G = 0.14 | H = -0.18 | I = -5% | J = i | K = -3 | L = 4.3 | M = 2.1 | N = 6.1 | O = 3% | P = -0.44 | Q = 1305

CCCn1nc(NS(C)(=O)=O)c2cc3cccc(C)c3nc21
  A = -0.3 | B = 1154 | C = -6% | D = i | E = 1.6 | F = -0.27 | G = 1.5 | H = -1.4 | I = 4% | J = i | K = 21 | L = 5.2 | M = 1.6 | N = 3.3 | O = 16% | P = 0.35 | Q = 1030

CCOC(=O)CC(NC(=O)C1c2ccccc2Oc2ccccc21)c1ccc(C)cc1 (stereo not given)
  A = 0.6 | B = 1040 | C = -12% | D = i | E = 0.53 | F = -0.2 | G = 0.64 | H = -0.76 | I = -10% | J = i | K = 5 | L = 1.8 | M = 1.9 | N = 3.3 | O = 6% | P = -0.2 | Q = 1366

Cc1cc(OCC(=O)N(Cc2ccco2)C2CCS(=O)(=O)C2)ccc1Cl (stereo not given)
  A = -0.7 | B = 1297 | C = -7% | D = i | E = 1.1 | F = -0.11 | G = 0.44 | H = -2.4 | I = -1% | J = . | K = . | L = . | M = . | N = . | O = 3% | P = -0.26 | Q = 1037

COc1ccc(CCNC(=O)C(=O)Nc2ccc3c(c2)OCO3)cc1OC
  A = 0.0 | B = 1047 | C = -16% | D = i | E = -0.22 | F = -0.32 | G = -0.063 | H = 0.91 | I = 5% | J = i | K = 4 | L = 2.3 | M = 3.1 | N = 6.9 | O = 11% | P = -0.2 | Q = 1152

O=C(CC(=O)c1ccccc1)Nc1ccc2c(c1)OCCO2
  A = -1.4 | B = 1108 | C = -74% | D = i | E = -0.5 | F = -0.2 | G = -0.088 | H = 0.58 | I = -102% | J = i | K = -6 | L = 1.7 | M = 2.9 | N = 2.6 | O = 21% | P = 0.97 | Q = 1157

# An excerpt from above in order of number of heavy atoms, falling:
# Assay codes – A = b-catenin transl; B = b-catenin transl cell count 5 µM; C = NOD1 inhibition; D = Yfh1-off respiration; E = Dynein transport; F = Dynein transport cytoplasmic EGFP; G = Dynein transport nuclear GR-EGFP; H = Dynein transport cell count; I = NOD2 inhibition; J = Autophagy HCS; K = Autophagy HCS cell loss 18 h; L = MT stabilize HCS; M = MT stabilize HCS Hoechst-high %; N = MT stabilize HCS cytotoxicity %; O = P. falciparum M17LAP; P = Insulin prom up; Q = Insulin prom up cell count
COc1ccc(CCNC(=O)C(=O)Nc2ccc3c(c2)OCO3)cc1OC
  A = 0.0 | B = 1047 | C = -16% | D = i | E = -0.22 | F = -0.32 | G = -0.063 | H = 0.91 | I = 5% | J = i | K = 4 | L = 2.3 | M = 3.1 | N = 6.9 | O = 11% | P = -0.2 | Q = 1152

Cc1cc(OCC(=O)N(Cc2ccco2)C2CCS(=O)(=O)C2)ccc1Cl (stereo not given)
  A = -0.7 | B = 1297 | C = -7% | D = i | E = 1.1 | F = -0.11 | G = 0.44 | H = -2.4 | I = -1% | J = . | K = . | L = . | M = . | N = . | O = 3% | P = -0.26 | Q = 1037

CCCn1nc(NS(C)(=O)=O)c2cc3cccc(C)c3nc21
  A = -0.3 | B = 1154 | C = -6% | D = i | E = 1.6 | F = -0.27 | G = 1.5 | H = -1.4 | I = 4% | J = i | K = 21 | L = 5.2 | M = 1.6 | N = 3.3 | O = 16% | P = 0.35 | Q = 1030

# As entered above:
# COc1ccc(CCNC(=O)C(=O)Nc2ccc3c(c2)OCO3)cc1OC in b-catenin transl → 0.0
# O=C(Nc1ccn(Cc2c(F)c(F)c(F)c(F)c2F)n1)c1ccc(COc2ccccc2Cl)cc1 in b-catenin transl → -7.1
# COc1ccc(C2C(C(=O)Nc3cccc(OC)c3)c3ccccc3C(=O)N2C)cc1 (stereo not given) in Insulin prom up → -0.52
# CCCCN(CC)C(=O)CSc1nc2c(sc(=S)n2-c2ccc(OCC)cc2)c(=O)[nH]1 in Dynein transport cytoplasmic EGFP → 2.9

# Next section.
# Assay codes – A = b-catenin transl; B = b-catenin transl cell count 5 µM; C = NOD1 inhibition; D = Yfh1-off respiration; E = Dynein transport; F = Dynein transport cytoplasmic EGFP; G = Dynein transport nuclear GR-EGFP; H = Dynein transport cell count; I = NOD2 inhibition; J = Autophagy HCS; K = Autophagy HCS cell loss 18 h; L = MT stabilize HCS; M = MT stabilize HCS Hoechst-high %; N = MT stabilize HCS cytotoxicity %; O = P. falciparum M17LAP; P = Insulin prom up; Q = Insulin prom up cell count
COc1ccc(CNC(=O)C2CCN(S(=O)(=O)c3cc(OC)ccc3OC)CC2)cc1
  A = -0.4 | B = 1098 | C = . | D = i | E = 0.48 | F = -0.23 | G = 0.049 | H = 0.4 | I = 0% | J = i | K = 1 | L = 4.3 | M = 2.6 | N = 3.6 | O = -11% | P = 0.72 | Q = 1256

COCCCNC(=O)CC(NS(=O)(=O)c1ccc(Cl)cc1)c1ccc(OC)cc1 (stereo not given)
  A = 0.7 | B = 1157 | C = -3% | D = i | E = 0.29 | F = -0.23 | G = -0.0099 | H = 0.74 | I = -6% | J = i | K = 3 | L = 1.3 | M = 1.5 | N = 12 | O = -6% | P = 0.45 | Q = 958

CC(C)CCn1cnc2c(sc3nc4c(cc32)CSC(C)(C)C4)c1=O
  A = -0.6 | B = 1149 | C = -34% | D = i | E = 0.67 | F = -0.11 | G = 0.27 | H = -0.77 | I = -75% | J = i | K = -2 | L = 3.5 | M = 2.2 | N = 7.5 | O = 0% | P = -0.01 | Q = 1435

COc1ccc(C(=O)NCC(=O)OCC(=O)N2CCc3ccccc32)cc1
  A = 0.7 | B = 1094 | C = -36% | D = i | E = -0.61 | F = 0.15 | G = -0.49 | H = 1.2 | I = 11% | J = i | K = 9 | L = 4.2 | M = 2.0 | N = 5.8 | O = 1% | P = -0.11 | Q = 1193

CN1C(C(=O)NCc2ccco2)CC2Cn3c(nc4cc(Cl)c(Cl)cc43)C21 (stereo not given)
  A = 0.3 | B = 1288 | C = 0% | D = i | E = -0.25 | F = -0.77 | G = -0.078 | H = 0.25 | I = 6% | J = . | K = . | L = . | M = . | N = . | O = 7% | P = -0.09 | Q = 848

CNc1ccc(OC(F)F)cc1C(=O)c1ccccc1
  A = -2.8 | B = 1135 | C = -13% | D = i | E = -1 | F = -0.11 | G = -0.46 | H = -0.35 | I = 4% | J = i | K = 18 | L = 3.3 | M = 3.3 | N = 8.5 | O = 1% | P = -0.4 | Q = 1044
